Eya2 phos inh – qHTS Assay for Inhibitors of the Phosphatase Activity of Eya2; Protein phosphatase EYA2 (Homo sapiens), O00167; recombinant Eya2, OMFP fluorescence dephosphorylation (OMFP is methylfluorescein phosphate); Potency, µM (series often up to 76.9 µM), for inactives: top-dose activity, negative = inhibition, most hits filed as inhibitors; hit rate 0.006% among 330,000; AID 488837, 2010; further: potency means the concentration at half of the fitted maximal effect; on the % scale 0 is the no-effect control and ±100 the full control effect
Target sequence (O00167 whole entry, looked up): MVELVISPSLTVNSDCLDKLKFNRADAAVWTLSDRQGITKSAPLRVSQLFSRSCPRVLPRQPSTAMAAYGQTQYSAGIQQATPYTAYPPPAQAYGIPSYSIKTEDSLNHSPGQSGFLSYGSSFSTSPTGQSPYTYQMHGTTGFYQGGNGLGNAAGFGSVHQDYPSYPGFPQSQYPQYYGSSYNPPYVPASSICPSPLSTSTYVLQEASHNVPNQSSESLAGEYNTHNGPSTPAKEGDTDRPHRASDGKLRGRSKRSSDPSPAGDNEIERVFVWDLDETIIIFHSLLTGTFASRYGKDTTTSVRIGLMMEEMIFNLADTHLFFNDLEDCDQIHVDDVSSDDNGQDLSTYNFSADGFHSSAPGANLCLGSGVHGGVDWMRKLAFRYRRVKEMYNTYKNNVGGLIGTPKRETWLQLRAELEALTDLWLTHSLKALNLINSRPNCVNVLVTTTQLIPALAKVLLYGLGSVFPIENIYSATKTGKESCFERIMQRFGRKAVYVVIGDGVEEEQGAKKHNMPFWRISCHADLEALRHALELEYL
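Eya2 protein (added as 0.2 uM solution) was preincubated with compound for 10 min at ambient temperature in 50 mM HEPES pH 7.5, 50 mM NaCl, 5 uM MgCl2, 0.05% BSA, 1 mM DTT. OMFP (added at 50 uM) then reacted 10 min; fluorescence read at 485/525 nm.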
uPA generation – qHTS for Inhibitors of Cell Surface uPA Generation; hit rate 0.31% among 330,000; Potency, µM (top dose mostly 38.3 µM), for inactives: at the highest dose activity change, negative = inhibition, actives largely listed as inhibitors; cell surface uPA generation assay, qHTS; active means well fitted inhibition curve with a large enough effect; inconclusive means small, poorly fitted or top-dose-only effect; inactive means no such curve, though single readings can be large or run the other way; tested in mouse RAW 264.7 cells; further: potency means the concentration at half of the fitted maximal effect; on the % scale 0 is the no-effect control and ±100 the full control effect; nearly all actives have a fitted effect of over 55% in size
TSG101-PTAP inh – qHTS Assay for Iinhibitors of HIV-1 Budding by Blocking the Interaction of PTAP/TSG101. Potency, µM (top dose mostly 115 µM), for inactives: at the top dose activity change, negative = inhibition, actives largely listed as inhibitors. 340,000 tested, under 10 active. AID 493005, 2010. Tumor susceptibility gene 101 protein (Homo sapiens), Q99816. Fluorescence polarization, FITC-PTAP peptide / Tsg101 binding; active means well fitted inhibition curve with a large enough effect in the main read-out, with a control signal flat, not every such curve was filed as active; inconclusive means small, poorly fitted or top-dose-only effect, or effect the other way, or a change in a side signal; inactive means no such curve, though single readings can be large or run the other way; further: potency means the concentration at half of the fitted maximal effect; % of control where 0% means no effect
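Fluorescence anisotropy tracks displacement of a FITC-tagged PTAP peptide (50 nM) from the Tsg101 binding domain (10 uM), following a 20 min room-temperature incubation at pH 7.5.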
TCR act – Activators of T cell receptors: qHTS campaign; primary human leukocytes, anti-CD3, IL-2 HTRF, 48 h; 330,000 tested, under 10 active; Potency, µM (series often up to 9.22 µM), inactives show at the highest dose activation of IL-2 secretion, most hits filed as activators; further: % of control where 0% means no effect
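Using a-CD3 beads without co-stimulation, primary human leukocytes were exposed to compounds for 48 hr. An HTRF IL-2 kit measured the cytokine, with europium-to-d2 energy transfer producing emission at 665nm upon 320nm excitation.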
BCR signal inh – qHTS Assay to Find Inhibitors of Chronic Active B-Cell Receptor Signaling. ABC-DLBCL IkBa-CBG/CBR reporter, luminescence ratio, 4 h. Potency, µM (top dose mostly 46.1 µM), inactives show at the highest dose ratio change, negative = lower green/red ratio, usual class: inhibitors. hit rate 0.05% among 340,000; active means well fitted inhibition curve with a large enough effect in the signal ratio, with a control signal flat, not every such curve was filed as active; inconclusive means small, poorly fitted or top-dose-only effect, or effect the other way, or a change in a side signal; the % refers to the signal ratio;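 further: potency means the concentration at half of the fitted maximal effect; plate controls were basal doxycycline-induced cells for no effect and cells given 10 µM MG132 for full effect; MG132 reads +100%, hits lower the ratio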
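TMD8 human ABC-DLBCL cells with doxycycline-inducible IκBα–green luciferase fusion and unfused red luciferase, in 0.5% FBS medium; compounds up to 46 uM, 4 h at 37C. Green/red luminescence ratio, filter-overlap corrected, fitted to concentration-response curves.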
TSHR antagonist – Antagonists of the Thyroid Stimulating Hormone Receptor: HTS campaign; AID 504810, 2011; activity change, negative = inhibition, % at 11.5 µM; Thyrotropin receptor (Homo sapiens), P16473; TSHR-expressing cells, TSH-stimulated cAMP HTRF, 2 h; hits give low values; hit rate 0.2% among 330,000;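 active means activity change below a set negative limit, meaning inhibition stronger than a set level, cut at about -70% in these data; inconclusive means activity change between two set negative limits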; further: on the % scale 0 is the no-effect control and ±100 the full control effect
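Read-out is FRET at 665 nm (cryptate excitation 337 nm) from a cryptate-tagged anti-cAMP antibody, competed by cell cAMP against cAMP-d2. Compounds are tested on freshly harvested TSHR cells challenged with 4nM TSH (EC80) for 2 hours at 37 deg C.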
USP2a block – qHTS Assay for Inhibitors of Ubiquitin-specific Protease USP2a Using CHOP2 as the Reporter; Ubiquitin carboxyl-terminal hydrolase 2 (Homo sapiens), O75604; USP2 core, Ub-CHOP2 coupled fluorogenic reporter, 485/531; Potency, µM (top dose mostly 38.3 µM), for the others: at the highest dose activity change, negative = inhibition, most hits filed as inhibitors; hit rate 0.01% among 330,000;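 further: potency means the concentration at half of the fitted maximal effect; plate controls were DMSO wells for no effect and full inhibition by NEM control for full effect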
Target sequence (O75604 whole entry, looked up): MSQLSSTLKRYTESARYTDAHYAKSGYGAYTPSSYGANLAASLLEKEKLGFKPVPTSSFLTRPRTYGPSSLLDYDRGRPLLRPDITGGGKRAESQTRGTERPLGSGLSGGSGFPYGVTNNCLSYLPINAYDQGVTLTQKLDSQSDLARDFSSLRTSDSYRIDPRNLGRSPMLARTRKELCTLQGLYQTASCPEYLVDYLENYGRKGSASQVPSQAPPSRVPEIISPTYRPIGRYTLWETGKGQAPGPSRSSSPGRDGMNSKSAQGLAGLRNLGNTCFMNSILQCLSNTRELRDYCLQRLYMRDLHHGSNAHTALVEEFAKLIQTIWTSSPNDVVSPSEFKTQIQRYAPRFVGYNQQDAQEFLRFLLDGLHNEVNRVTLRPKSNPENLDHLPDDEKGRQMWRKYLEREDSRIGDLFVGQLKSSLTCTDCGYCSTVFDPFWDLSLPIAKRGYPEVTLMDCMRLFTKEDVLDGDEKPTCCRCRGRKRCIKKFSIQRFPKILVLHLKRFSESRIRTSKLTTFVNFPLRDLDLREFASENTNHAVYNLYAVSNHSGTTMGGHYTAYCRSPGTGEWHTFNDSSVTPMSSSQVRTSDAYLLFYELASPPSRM
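Deubiquitinase activity read as fluorescence (485/531 nm) after Ub-CHOP2 cleavage activates the enterokinase reporter on its substrate; USP2 core 10nM, Ub-CHOP2 and substrate 25nM each, 30min compound preincubation then 60min RT; data normalized to NEM, curves fitted.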
B2AR arrestin – qHTS assay of beta-arrestin-biased ligands of beta2-adrenergic receptor | Beta-2 adrenergic receptor (Homo sapiens), P07550 | Potency, µM (top dose mostly 46.1 µM), inactives show at the highest dose activation, hits mostly activators | beta-arrestin recruitment to beta2AR, cell-based reporter | hit rate 0.02% among 330,000;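 further: potency means the concentration at half of the fitted maximal effect; 0% = DMSO controls and full agonism = EC100 isoproterenol or metaproterenol; nearly all actives have a fitted effect of over 65% in size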
ELG1 DNA repair – qHTS screen for small molecules that inhibit ELG1-dependent DNA repair in human embryonic kidney (HEK293T) cells expressing luciferase-tagged ELG1; HEK293T ELG1-luciferase reporter, luminescence, 16 h; DNA damage induced by 5-fluorouridine; Potency, µM (highest dose often 46.1 µM), for inactives: at the top dose activity change, negative = inhibition, usual class: inhibitors; hit rate 2.3% among 330,000; AID 504467, 2011; further: potency means the concentration at half of the fitted maximal effect; on the % scale 0 is the no-effect control and ±100 the full control effect; nearly all actives have a fitted effect of over 55% in size
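HEK293T cells expressing luciferase-tagged ELG1 (2,000/well) received 5-Fluorouridine plus compound or DMSO for 16 hr at 37 °C. Luciferase was read by ONE-Glo luminescence after 30 min at room temperature.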
Tb PFK block – qHTS Assay to Find Inhibitors of T. brucei phosphofructokinase. T. brucei PFK, ADP-Glo luminescence. Potency, µM (series often up to 57.5 µM), for the others: at the top dose activity, negative = inhibition, most hits filed as inhibitors. hit rate 0.17% among 330,000;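 further: potency means the concentration at half of the fitted maximal effect; 0% = uninhibited 1x PFK enzyme wells and -100% = no-enzyme wells; nearly all actives have a fitted effect of over 60% in size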
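Compounds were pin-transferred as a titration series up to 57 uM into substrate buffer (0.5 mM F6P, 0.1 mM ATP, pH 8.0), then 1.25 nM PFK was added and reactions ran 45 min before ADP-Glo detection.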
Mito fusion act – qHTS Assay for Small Molecule Inhibitors of Mitochondrial Division or Activators of Mitochondrial Fusion. hit rate 0.23% among 320,000. AID 485298, 2010. S. cerevisiae fusion-defective mutant growth rescue, CellTiterGlo 48 h. Potency, µM (doses to about 46.1 µM), without a hit: at the highest dose growth rescue (activation), most hits filed as activators;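 further: potency means the concentration at half of the fitted maximal effect; % of control where 0% means no effect; nearly all actives have a fitted effect of over 45% in size; temperature-sensitive fusion mutants such as fzo1-1 at 37 °C on non-fermentable ethanol glycerol medium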
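Temperature-sensitive fusion-defective S. cerevisiae (e.g. fzo1-1, mgm1-5) were grown with compound in YPEG medium (3% ethanol, 3% glycerol) for 48 hours at 37C. Growth rescue was measured as viability by CellTiterGlo luminescence after 10 minutes at ambient.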
* = called active by the depositor; ? = inconclusive; . = not tested or not shown; [ ] = dose if it differs, or a comment. Unless noted, the call rests on the fitted dose curve; in most records, active means well fitted curve in the direction sought with a large enough effect; inconclusive means small, poorly fitted or top-dose-only effect, or another doubt; inactive means no such curve, though single readings can be large; an effect the other way counts as inactive or inconclusive.

SMILES	Eya2 phos inh	uPA generation	TSG101-PTAP inh	TCR act	BCR signal inh	TSHR antagonist	USP2a block	B2AR arrestin	ELG1 DNA repair	Tb PFK block	Mito fusion act
COCCN(C(=O)COC(=O)c1ccco1)c1c(N)n(Cc2ccccc2)c(=O)[nH]c1=O	-20%	5%	0%	0%	13%	9	-1%	-0.1%	9%	-5%	7%
CCCCN1C(=N)N([C@@H](C)CN2CCC[C@H]2CN2C(N)=NC[C@@H]2Cc2ccccc2)C[C@H]1[C@H](C)CC	-14%	-4%	-3%	1%	-1%	1	3%	0.1%	10%	?	.
COc1ccc2nc(NCc3ccccc3)[nH]c2c1	3%	.	0%	0%	?	-8	-2%	-1.2%	?	-2%	-3%
COc1ccc(CNC(=O)COC(=O)[C@H](Cc2ccccc2)NC(=O)c2cccs2)cc1	-23%	-38%	0%	-7%	-4%	.	4%	-1.4%	-5%	1%	.
Cc1ccc(S(=O)(=O)NC(CC(C)C)C(=O)Nc2nccs2)cc1 (configuration not stated)	12%	8%	-5%	3%	?	-5	-1%	-0.1%	-2%	-4%	0%
CCCCOc1ccc(C(=O)N/C(=C/C=C/c2ccccc2)C(=O)O)cc1	-9%	-4%	-6%	1%	2%	13	3%	6.3%	15%	3%	-3%
CCOC(=O)CSc1nc(N2CCOCC2)c2c(c1C#N)CC(C(C)C)OC2 (configuration not stated)	-26%	-3%	-3%	1%	3%	-6	4%	0.5%	-14%	0%	-6%
Cc1ccc(N(C)S(=O)(=O)c2ccc(-c3cc(C)no3)s2)cc1	-17%	2.2µM*	0%	-7%	?	-6	2%	0.8%	-23%	-1%	14%
C/C(C/C(C)=C1/SC(=S)NC1=O)=C1\SC(=S)NC1=O	10%	3%	-8%	-2%	?	-1	2%	0.5%	14%	?	3%
O=C(OCCN1C(=O)c2ccccc2C1=O)[C@@H]1CC(O)CN1S(=O)(=O)c1ccccc1[N+](=O)[O-] (some centres not stated)	-1%	1%	1%	4%	0%	3	-1%	-1.2%	0%	0%	.
COc1cc(NC(=O)CCS(=O)(=O)c2ccc3c(c2)n(C)c(=O)c(=O)n3C)cc(OC)c1	-4%	5%	-4%	2%	7%	30	-1%	0.9%	4%	0%	-6%
O=C(COc1ccc(F)cc1Cl)Nc1ccc(N2CCOCC2)cc1N1CCOCC1	15%	-9%	-5%	-4%	-8%	2	1%	1.1%	-4%	5%	-7%
CCOC(=O)CSc1nnc2n(C3CCCCC3)c(=O)c3c4c(sc3n12)CCCC4	-2%	.	-10%	-1%	2%	-8	0%	0.2%	-25%	2%	-1%
ClCc1csc(-c2ccccc2Cl)n1	-5%	6%	-3%	5%	0%	-7	9%	-0.1%	-10%	-1%	2%
O=C(CN1CCN(S(=O)(=O)c2ccc(F)c(Cl)c2)CC1)N1CCOCC1	1%	5%	-1%	6%	0%	17	-3%	0.2%	5%	1%	0%
CCn1nccc1C(=O)Nc1ccc(S(=O)(=O)NC23CC4CC(CC(C4)C2)C3)cc1	-10%	-5%	-5%	10%[46.1 µM]	?	1	-5%	-0.3%	?	-1%	18%
CC(OC(=O)c1ccc2ncsc2c1)C(=O)N1CCCC1 (configuration not stated)	2%	.	.	.	-9%	-5	-1%	0.1%	16%	-3%	1%
c1ccc(C2Nc3ccccc3-c3nc4ccccc4n32)nc1 (configuration not stated)	4%	-2%	1%	-1%	24%	23	-2%	3.0%	-8%	1%	2%
Cc1ncc([N+](=O)[O-])n1CC(=O)NC1CCCC1	-15%	0%	-4%	0%	0%	6	0%	-0.3%	5%	-3%	-3%
Cc1cc(C)cc(OCC(=O)OCC(=O)Nc2cc(S(=O)(=O)N3CCOCC3)ccc2Cl)c1	-11%	-3%	-2%	7%	1%	.	7%	0.0%	0%	5%	.
Cc1cc(C(=O)COC(=O)c2ccc(O)cc2)c(C)n1CC(F)(F)F	-6%	14%	-2%	7%	?	4	-8%	-0.6%	?	-7%	11%
Cc1[nH]c2ccccc2c1/C=N/Nc1nncn1N	2%	-11%	-3%	6%	?	12	-18%	-0.1%	?	-1%	2%
CCN(CC)C(=O)Cn1ccc(NC(C)=O)nc1=O	3%	0%	0%	7%	?	-2	0%	-0.4%	-3%	0%	12%
Cc1ccc2c(c1)c(N=O)c(O)n2Cc1ccc(Cl)cc1	-10%	2%	.	3%	?	-9	-7%	0.8%	?	-3%	10µM*
COc1ccc(NC(=O)CCCNS(=O)(=O)c2cccs2)cc1	2%	2%	-2%	.	3%	2	2%	-0.2%	8%	0%	-5%
Cc1ccc(C(=O)NCCn2ccc3ccccc32)cc1[N+](=O)[O-]	-20%	.	0%	-1%	2%	-18	1%	-0.2%	0%	-6%	15%
CSc1nc(O)cc(=O)n1-c1ccc(F)cc1	6%	10%	-7%	2%	?	-1	-1%	-0.1%	6%	-4%	2%
COCCn1c(N)c(Sc2ccccc2[N+](=O)[O-])c(=O)[nH]c1=O	7%	-1%	2%	3%	1%	-3	12%	-1.1%	2%	2%	1%
O=C(COC(=O)C(O)c1ccccc1)NC12CC3CC(CC(C3)C1)C2 (configuration not stated)	-10%[15.4 µM]	-2%	-8%	1%	0%	-6	4%	0.6%	0%	4%	4%
COc1ccccc1OC(=O)CCc1nc2ccccc2s1	-4%	9%	-10%	-1%	?	14	1%	-0.1%	16%	-6%	8%
O=C(Nc1cccc(S(=O)(=O)N2CCCC2)c1)c1ccc2c(=O)n3c(nc2c1)CCCCC3	-3%	-20%	-4%	4%[46.1 µM]	?	-30	-5%	-0.6%	5.8µM*	-2%	-8%
O=c1cc(N2CCC3(CC2)OCCO3)[nH]c(=O)n1-c1ccc(Cl)cc1	-10%	.	-2%	.	-1%	-3	0%	0.3%	9%	1%	-1%
Cc1cc(OCc2cc(C(=O)N3CCN(CC4CC4)CC3)no2)cc(C)c1Cl	-2%	5%	-8%	7%	?	6	0%	-0.1%	11%	5%	-12%
CCc1nc(CNC(=O)C2CCC(=O)N(CCc3cccc(F)c3)C2)no1 (configuration not stated)	-11%	-5%	-1%	4%	5%	5	0%	-0.3%	24%	0%	2%
N#Cc1nc(Cc2cccc3ccccc23)oc1N1CCN(c2ccccc2)CC1	2%	.	-4%	0%	12%	3	1%	-0.2%	-4%	3%	-1%
Cc1cc(C)c2cc(C#N)c(N3CCCN(C(=O)c4cnccn4)CC3)nc2c1	6%	-5%	-7%	-6%	2%	.	-6%	-0.4%	5%	3%	7%
O=C(Nc1ccccc1)c1cc(S(=O)(=O)Nc2cccnc2)ccc1Cl	-1%	-1%	-4%	.	1%	3	0%	-0.6%	-7%	14%	0%
O=S(=O)(Nc1cccc(-c2ccc(N3CCCCCC3)nn2)c1)c1ccccc1F	-5%	-21%	-2%	-1%	1%	2	3%	-0.5%	?	-1%	-4%
CCOC(=O)NC(=O)CSc1nc2ccccc2[nH]1	-2%	1%	-2%	.	0%	26	2%	0.7%	-4%	?	-1%
CC(Oc1ccccc1)c1ccnc2nc(/N=C/N(C)C)nn12 (configuration not stated)	8%	.	-8%	-1%	-2%	16	0%	-0.1%	?	0%	1%
COc1cc(NC(=O)C2=C(C)OCCS2)c(Cl)cc1C(=O)NCCN1CCN(C)CC1	-2%	-13%	-2%	-4%	0%	-1	1%	0.2%	10%	0%	-1%
COc1ccccc1C(=O)N/C(=C\c1cn(S(=O)(=O)N(C)C)c2ccccc12)C(=O)NCCCN1CCOCC1	-6%	-15%	0%	-6%	?	3	2%	-0.9%	2%	2%	-7%
CC(=O)N/N=C/c1cc2c(cc1[N+](=O)[O-])OCO2	-7%	-2%	-3%	-3%	0%	-5	-10%	-0.3%	6%	0%	-5%
CCN(CC)S(=O)(=O)c1ccc(NC(=O)COC(=O)CNC(=O)C2CCCCC2)cc1	-25%	1%	-3%	0%	1%	3	1%	-0.4%	13%	-1%	0%
